Source: PubChem (several laboratories)
AGP1-GFP MLPCN – modulators of TOR pathway AGP1-GFP in S. cerevisiae | AID 2066 | GFP response vs DMSO, % at 10 µM | S. cerevisiae AGP1-GFP multiplex flow cytometry, 3 h; GFP as percent of DMSO wells | 0.02% of 320,000 active;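 active = GFP response relative to DMSO above a set limit, near screen average plus 3 SD, cut at about 150% in these data; inconclusive = fewer than 70 cells counted for the yeast strain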;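 note: median GFP channel fluorescence of the gated AGP1 strain per well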
GRK2 inh – blocks RNA aptamer binding to human GRK2 | P25098 | bead flow cytometry, FAM-aptamer displacement from GRK2 | inhibition of aptamer binding, % at 10 µM | 0.59% of 330,000 active;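 active = inhibition of aptamer binding above 40%, roughly 3 SD of noise, on plates passing a quality check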;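 note: median bead fluorescence of bound FAM aptamer so fluorescent compounds give negative values; no value below 0 was filed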
Target sequence (P25098 whole entry, looked up): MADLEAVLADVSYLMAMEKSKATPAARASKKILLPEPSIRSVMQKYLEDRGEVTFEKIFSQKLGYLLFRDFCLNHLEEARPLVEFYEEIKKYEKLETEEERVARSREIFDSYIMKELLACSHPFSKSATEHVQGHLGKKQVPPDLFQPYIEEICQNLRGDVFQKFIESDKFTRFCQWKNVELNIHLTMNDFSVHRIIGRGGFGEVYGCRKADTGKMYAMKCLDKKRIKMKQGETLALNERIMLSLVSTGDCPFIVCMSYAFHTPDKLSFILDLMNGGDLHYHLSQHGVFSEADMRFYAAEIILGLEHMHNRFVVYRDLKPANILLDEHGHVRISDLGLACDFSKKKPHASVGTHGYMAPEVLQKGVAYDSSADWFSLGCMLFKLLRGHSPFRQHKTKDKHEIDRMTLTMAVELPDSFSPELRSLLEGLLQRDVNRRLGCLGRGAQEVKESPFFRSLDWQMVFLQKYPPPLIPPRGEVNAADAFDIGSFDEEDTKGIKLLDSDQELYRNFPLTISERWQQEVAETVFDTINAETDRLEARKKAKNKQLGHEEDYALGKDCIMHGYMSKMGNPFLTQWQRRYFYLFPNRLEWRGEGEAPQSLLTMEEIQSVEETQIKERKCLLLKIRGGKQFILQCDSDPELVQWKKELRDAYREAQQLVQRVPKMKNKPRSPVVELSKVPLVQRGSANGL
MEX-5 binding – C. elegans MEX-5 TCR-2 RNA binding activity; MEX-5/FITC-TCR2 RNA binding, fluorescence polarization; hits give low values; 0.38% of 300,000 active; activity score (negative = inhibition of binding), % at 10 µM; Q9XUB2;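 active = inhibition past about -25% in most replicates, and total fluorescence under double the plate's negative control median, limit read from the data; inconclusive = replicates evenly split on the limit, or fluorescence at least double controls; inactive = too little inhibition in most replicates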;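 note: 0% = DMSO and -100% = 5 µM competing unlabeled TCR2 RNA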
Yeast superoxide – caloric restriction mimetics inhibiting age-related superoxide in yeast. AID 2690. S. cerevisiae aged cells, superoxide DHE fluorescence; hits give low values. superoxide response (% of plate mean), % at 10 µM. 0.18% of 330,000 active;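 active = superoxide response under a set limit, about three screen SD below normal, cut at about 65% in these data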;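 note: yeast aged for seven days with compound at 30 °C before DHE staining; 100% = average MFI of all compound-treated wells on the plate with controls excluded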
BCLXL inh – blocks human Bcl-xL binding to Bim BH3 peptide | Q07817 | GST-Bcl-xL / FITC-Bim BH3 peptide fluorescence polarization | inhibition, % at 10.9 µM | 0.7% of 320,000 active;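 active = inhibition above the mean of all tested compounds plus 3 SD, cutoff set per campaign, cut at about 30% in these data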;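 note: 0% = DMSO wells and 100% = unlabeled Bim-BH3 peptide competitor; inhibitors lower millipolarization by displacing the labeled peptide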
Target sequence (Q07817 whole entry, looked up): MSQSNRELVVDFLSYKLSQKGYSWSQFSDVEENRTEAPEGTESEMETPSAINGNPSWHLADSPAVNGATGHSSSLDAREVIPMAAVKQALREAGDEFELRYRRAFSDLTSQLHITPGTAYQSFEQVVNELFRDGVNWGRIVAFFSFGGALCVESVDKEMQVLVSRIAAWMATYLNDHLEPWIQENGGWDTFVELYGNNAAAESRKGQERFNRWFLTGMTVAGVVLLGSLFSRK
MCL1-BIM inh – MCL1-BIM-BH3 interaction inhibition (human). inhibition, % at 10.9 µM. AID 2057. Q07820. 0.68% of 320,000 active. GST-MCL1 / FITC-Bim-BH3 fluorescence polarization;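 active = inhibition above the mean inhibition of all tested compounds plus 3 SD, set per campaign, cut at about 40% in these data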;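 note: 0% = DMSO wells and 100% = unlabeled Bim-BH3 peptide control; higher means more loss of mP so more displacement of Bim peptide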
VLA-4 inh – inhibition in a human VLA-4 binding assay; VLA-4 expressing cells, ligand binding flow cytometry; inhibition, % (about 7 µM as worked out from the volumes in the protocol); 0.2% of 330,000 active; AID 2557; in the data active = inhibition above about 50%
CIT2-GFP yeast – modulators of TOR pathway CIT2-GFP in S. cerevisiae. S. cerevisiae CIT2-GFP strain, flow cytometry, 3 h; 100 means same as DMSO wells. GFP response vs DMSO, % at 10 µM. 0.065% of 320,000 active. AID 2029;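 active = GFP response relative to DMSO above a set limit, near the screen mean plus 3 SD, cut at about 150% in these data; inconclusive = Fewer than 70 cells measured for a yeast strain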;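 note: ratio of well median GFP fluorescence to mean of DMSO wells on the plate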
GLD-1 RNA inh – GLD-1-TGE RNA interaction inhibition (C. elegans); Q17339; purified GLD-1 + fluorescein TGE RNA, fluorescence polarization; inhibition, % at 5.96 µM; 0.44% of 320,000 active; AID 2280;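 active = percent inhibition above a per-plate cutoff, the plate mean of test compounds plus 3 SD, cut at about 30% in these data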;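 note: 0% = DMSO wells with GLD-1 and probe and 100% = wells lacking GLD-1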
* hit, by the source's call; i = inactive; ? = inconclusive; / = no result given; [ ] = remark or other dose.

SMILES	AGP1-GFP MLPCN	GRK2 inh	MEX-5 binding	Yeast superoxide	BCLXL inh	MCL1-BIM inh	VLA-4 inh	CIT2-GFP yeast	GLD-1 RNA inh
CCC(Sc1nc2ccccc2[nH]1)C(=O)Nc1ccc(NC(C)=O)cc1 (stereo not given)	97.8	4.0	1.4	116.0	-0.3	0.3	-5.5	91.0	-4.8
O=c1[nH][nH]c(-c2ccccc2O)c1C(C[N+](=O)[O-])c1cccc(Cl)c1 (stereo not given)	113.2	2.0	-7.7	97.2	2.3	11.3	/	97.0	-2.0
CCCCN(CC(=O)Nc1c(C)cccc1CC)C(=O)SCC	93.5	0.0	2.2	92.3	0.7	-0.3	2.9	94.3	-2.3
CNC(=O)N1c2ccccc2C=Cc2ccccc21	106.7	0.0	-1.5	103.1	-3.0	-1.9	1.9	110.0	1.3
CN(C)c1ccc(P(=O)(Nc2cccc(C(F)(F)F)c2)N2CCOCC2)c(NC(=O)c2cccs2)c1 (stereo not given)	106.8	0.0	3.3	103.0	6.6	4.6	-3.4	108.2	2.6
COc1ccc(C(OCC(O)CNCCc2ccc(S(N)(=O)=O)cc2)c2ccc(OC)cc2)cc1 (stereo not given)	100.6	0.0	-0.9	103.6	7.8	5.8	-5.6	100.7	-7.3
Cc1c(NS(=O)(=O)c2ccc(Cl)c(C(=O)OCC(=O)NCc3ccco3)c2)c(=O)n(-c2ccccc2)n1C	96.4	0.0	-2.2	141.6	-1.0	-2.5	-10.6	100.2	-4.6
COc1ccc(S(=O)(=O)N(C)CC(=O)NCCC2=CCCCC2)cc1C	101.5	0.0	-2.1	99.1	-0.7	5.0	0.0	104.5	6.0
O=C(Cn1cc(C(F)(F)F)cc(Cl)c1=O)NCCc1ccccc1	97.4	5.0	0.1	90.4	1.9	4.0	4.6	88.0	0.9
CC(=O)Nc1ccc(S(=O)(=O)N(C)CC(=O)Nc2ccccc2N2CCOCC2)cc1	107.0	0.0	-1.3	99.5	2.1	-0.3	1.2	99.3	5.1
COc1cc(OC)c(C(=O)OCC(=O)NCCC2=CCCCC2)cc1OC	103.8	0.0	-1.1	111.4	-6.0	-10.0	-4.5	97.7	-1.3
O=C1NC(c2ccccc2)=C(c2nc3ccccc3s2)C(c2ccccc2)N1 (stereo not given)	99.0	0.0	1.6	105.0	5.2	5.2	8.0	97.5	5.3
CC(C)c1nc2n[nH]c(N)c2c2c1CSC(C)(C)C2	110.6	3.0	-0.5	81.7	3.3	7.4	3.3	107.9	6.0
Cc1ccc(S(=O)(=O)NC(=O)Nc2ccccc2F)cc1	97.7	2.0	/	104.2	-1.0	4.4	26.7	89.4	4.4
Cc1cc(-c2n[nH]c(=S)n2Cc2ccco2)n(C)n1	108.0	0.0	2.0	109.7	-10.3	-12.0	5.3	100.6	3.0
Cc1c(C(=O)O)sc(S(=O)(=O)N2CCN(C(=O)Cc3ccccc3Cl)CC2)c1C(=O)O	93.9	2.0	/	86.9	3.9	2.1	-5.9	90.3	-2.7
O=C(Nc1ccccc1)N1CCC(C(=O)N2CCCC(C(F)(F)F)C2)CC1 (stereo not given)	103.3[may fluoresce green]	0.0	0.5	101.9	6.5	-1.3	-0.8	101.5[may fluoresce green]	2.2
CSc1nc(N)nc2c1ncn2CC(=O)NCc1ccc2c(c1)OCO2	91.0	8.0	/	101.8	/	/	-17.5	87.1	2.2
CCOC(=O)CC(NC(=O)c1ccc(C)cc1)c1ccc(C)cc1 (stereo not given)	107.0	3.0	0.6	95.1	6.2	5.6	27.5	98.8	5.5
CCN(C(=S)Nc1ccc(C(C)=O)cc1)C1CCCCC1	107.4	0.0	1.0	112.6	6.5	10.3	7.3	109.3	7.5
CCCCNC(=O)CCn1c(=O)c2ccccc2n(Cc2cc(C)ccc2C)c1=O	98.1	0.0	1.3	124.4	5.5	-7.9	-0.8	101.8	-2.6
CN(CC(=O)Nc1ccc(F)cc1)c1ccc(S(=O)(=O)N2CCCC2)cn1	96.0	3.0	1.7	114.9	0.5	4.3	0.3	102.8	-0.5
CC(C)(C)C1CCC(OCC(O)CN2CCCC2)CC1 (stereo not given)	96.9	0.0	-0.2	123.0	4.2	7.8	-3.5	100.9	-1.7
CSc1nnc(Cn2c(=O)sc3ccccc32)n1-c1ccccc1	99.8	1.0	1.3	102.1	7.8	4.3	22.3	107.2	1.8
O=C(N/N=C/c1ccc(O)c(O)c1)c1ccc(CSc2cccc3cccnc23)cc1	102.2	4.0	-1.8	71.4	3.8	15.1	3.1	103.3	5.8
O=C1C(Cc2ccc(O)cc2)NC(=S)N1Cc1ccccc1 (stereo not given)	106.2	0.0	1.9	96.7	-2.3	-0.8	3.5	82.9	0.4
CCSc1nc(=O)n(-c2ccccc2)c(C)c1C(C)=S	96.9	0.0	-1.7	92.7	2.5	5.9	8.7	87.3	-1.6
CC1=C(C(N)=O)C(c2ccccc2)n2nc(-c3cccc(C)c3)nc2N1 (stereo not given)	102.1	8.0	-0.4	98.8	4.1	2.4	18.0	103.3	-2.8
Cc1ccc(C2C(C(=O)O)c3ccccc3C(=O)N2C)c(C)c1 (stereo not given)	84.3	0.0	-1.1	123.3	-0.4	-6.8	4.5	84.4	-6.5
Oc1c(C=Nc2cccc3nsnc23)ccc2ccccc12	99.2	2.0	/	111.0	9.1	8.8	-101.9	99.4	-1.6
CCS(=O)(=O)N1CCC(C(=O)N2CCN(Cc3ccccc3)CC2)CC1	99.3	4.0	2.1	96.2	8.4	5.4	10.7	105.3	6.5
Cc1ccc(C)c(NC(=O)CN2C(=O)NC(CCc3ccccc3)C2=O)c1 (stereo not given)	96.2	25.0	/	112.0	/	/	-5.8	96.6	-0.5
O=C(O)CCCN1C(=O)/C(=C/C=C/c2ccco2)SC1=S	85.7	100.0*	-16.7	83.4	46.5*	80.1*	-15.4	90.2	1.9
COc1ccc(CC(=O)OCC(=O)NC2CCCC(C)C2C)cc1 (stereo not given)	96.2	1.0	/	101.4	/	/	4.8	96.6	-2.0
COc1ccc(NC(=O)CCc2nc3ccccc3c(=O)[nH]2)cc1S(=O)(=O)N1CCCCC1	87.7	0.0	/	112.5	/	/	-5.2	88.5	3.1
CCOC(=O)CSC1=C(C#N)C(c2ccccc2OCC)C(C#N)C(=O)N1 (stereo not given)	105.5	0.0	2.0	108.0	6.8	8.8	-6.3	108.9	-2.1
O=C(N/C=N/OCc1ccc(Cl)cc1Cl)NOCc1c(Cl)cccc1Cl	90.7	0.0	0.2	100.4	-0.1	-0.9	-16.2	90.4	-1.8
O=C1C2C3CCC(O3)C2C(=O)N1c1cccc(O)c1 (stereo not given)	90.2	/	1.2	97.2	1.4	7.2	7.5	106.7	-0.9
Cc1cccc(NC(=O)C(C)OC(=O)c2ccccc2NS(=O)(=O)c2cc(C)c(C)c([N+](=O)[O-])c2)c1 (stereo not given)	94.8	0.0	1.6	90.2	-1.2	-13.7	11.9	102.6	0.8
CC1CCN(C(=O)c2ccc3c(c2)NC(=O)CN3)CC1	103.8	0.0	4.2	95.5	-80.9	-136.9	i	97.9	-141.7
COc1cc2c(cc1OC)C(=O)N1[C@H]3c4ccccc4OC[C@@H]3[C@H](c3ccccc3)[C@]1(C)C(=O)N2	86.6	0.0	/	97.5	3.7	0.6	3.6	71.4	4.8
Cc1ccnc(NS(=O)(=O)c2ccc(NC(=O)c3oc4ccccc4c3C)cc2)n1	95.3	2.0	2.1	125.1	6.2	7.5	0.7	96.7	2.7
Nc1nc(SCC(=O)Nc2ncc(Cl)cc2Cl)n[nH]1	97.1	9.0	/	75.3	15.4	21.7	13.6	97.0	2.1
Cc1nn(C)cc1/C=C1\CCC/C(=C\c2cn(C)nc2C)C1=O	107.3	14.0	3.9	92.0	-0.5	-8.7	6.5	108.1	-0.5
O=C(Nc1ccncc1)C1CCN(S(=O)(=O)c2ccc(Cl)c(C(F)(F)F)c2)CC1	99.3	0.0	/	93.6	3.1	10.3	2.2	89.9	8.9
COc1ccc(C(=O)Nc2ccc(O)cc2C(=O)O)cc1	100.5	2.0	-0.4	110.4	7.6	0.5	4.4	89.3	-3.0
OCc1ccc(N=Nc2ccccc2)cc1	78.1	2.0	-2.0	109.4	5.2	7.2	-10.0	68.5	-4.5
Cc1ncc(CO)c2c1Oc1nc(-c3ccccc3)nc(SCC(=O)N3CCOCC3)c1C2	104.0	3.0	-2.0	141.7	3.0	1.9	39.0	99.2	2.7
NC(=O)C(c1ccccn1)c1ncc(C(F)(F)F)cc1Cl (stereo not given)	103.8	3.0	0.2	89.0	1.1	4.1	3.9	102.8	-3.1
COc1ccc2c(-c3ccccc3)cc3nnnn3c2c1	86.9	0.0	-0.5	113.9	-1.0	-0.3	0.4	97.8	-4.5
O=C(C1Cc2ccccc2CN1S(=O)(=O)c1ccc(F)cc1)N1CCCCCC1 (stereo not given)	104.0	13.0	0.4	94.7	-1.0	4.6	10.6	101.5	10.0
COc1ccc(C(=O)NCc2cccnc2)cc1S(=O)(=O)N1CCCc2ccccc21	100.1	1.0	0.3	96.9	2.8	-3.8	0.9	103.2	6.1
COc1ccccc1NS(=O)(=O)c1cn(C)cn1	95.9	1.0	2.0	94.8	5.5	4.5	-2.3	95.6	-1.9
Fc1ccc(/C=N/n2c(C3CCCCC3)n[nH]c2=S)cc1	86.0	1.0	0.6	113.8	-0.9	-22.5	13.7	90.2	2.5
COc1ccc(-c2noc(N3CCC(C(=O)Nc4ccc(F)cc4)CC3)n2)cc1	105.0	7.0	1.5	124.4	-0.3	-2.0	8.0	101.0	0.8
COc1ccccc1C1C2=C(CCCC2=O)N(CC(=O)O)C2=C1C(=O)CCC2	?	0.0	-4.0	99.0	48.4*	46.7*	-6.6	?	57.5*
O=C(N1CCN(CCO)CC1)N1c2ccccc2C=Cc2ccccc21	102.6	1.0	-1.8	98.2	5.2	-3.4	15.3	102.0	2.2
Cc1cccc(NC(=O)CSCC(=O)Nc2ccccc2N2CCCCC2)c1	104.0	0.0	-0.2	96.0	-7.6	-7.7	-3.9	100.1	4.8
COC(=O)c1ccccc1NC(=O)c1ccc2nccnc2c1	101.9	1.0	-0.3	95.4	4.6	16.7	-11.3	101.5	6.9
O=C1CC(C(=O)Nc2ccccc2)C2(CCCC2)O1 (stereo not given)	95.2	2.0	-0.8	99.8	0.1	-2.8	-3.8	92.0	-3.7
CCCCNC(=O)c1onc(CSc2nc3ccccc3[nH]2)c1C(=O)NCCCC	78.1	0.0	1.6	100.7	3.5	-0.1	18.4	64.7	7.4
O=C(CN1C(=O)CS/C1=C\c1nc(-c2ccc(Cl)cc2)cs1)Nc1cccnc1Cl	94.3	0.0	-0.1	78.7	2.0	-1.8	-13.2	93.1	4.0
